# High-throughput results (PubChem BioAssay)
# T cell modulator: modulators of CD8 T cell-vesicle binding, primary screen, mouse 2C CD8+ T cells, flow cytometry; 2C CD8+ T cell-vesicle binding; active compounds read low; calls only at 7 µM; actives 0.068% (n = 330,000); AID 2052, 2009;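 active = response, share of CD8 T cells binding vesicles, and their 90th percentile fluorescence all below set limits, cut at about 80% in these data, passing the limit was not always enough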
#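 incubation = binding step 1.5 h, 37 °C, antibody labelling 20 min, ice | test system = 2C mouse CD8+ T cells | read-out basis = percent CD8+ FL2 mean versus row control | controls = Peptide-free naked vesicles (low) and QL9 vesicles with 0.7% DMSO vehicle (high) | detection = flow cytometry of vesicle-bound cells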
# Dengue-2 NS5 capping: Dengue-2 NS5 methyltransferase inhibitors, primary screen, biochemical, confirmation dose response (AID 588689); Genome polyprotein (Dengue virus type 2 (strain 16681-PDK53)); Dengue-2 NS5 methyltransferase capping enzyme assay, biochemical; higher % means a stronger effect; inhibition, % at 25 µM; hits with a dose series show IC50 in µM; actives 0.3% (n = 340,000); in the data active = a potency from the dose series; inconclusive = inhibition above about 29% without an active follow-up result
# K1F lysis inhibition: inhibition of K1F phage lysis, E. coli UTI89, bacterial capsule biogenesis inhibitors, alamar blue (AID 488966); inhibition, % at 100 µM, or IC50 in µM where a hit was titrated; E. coli UTI89 K1F phage lysis, alamar blue, 2 h; higher % means a stronger effect; actives 0.02% (n = 340,000);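 active = phage lysis inhibition, versus mean bacterial control, above a set limit; inconclusive = no clear call, values can overlap the other calls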;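 note: capsule biogenesis inhibitors block K1F phage lysis so surviving cells raise fluorescence; higher fluorescence means more inhibition of phage lysis; actives were called in the ten point dose series up to 300 µM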
# RSV CPE inhibition: RSV antiviral activity via CPE protection, HEp-2 cells, primary 10 µM value included (AID 2391); HEp-2 cells, RSV-induced CPE inhibition; higher % means a stronger effect; one-dose CPE inhibition, % at 10 µM; IC50 in µM for titrated hits; actives 0.13% (n = 310,000); in the data active = a potency from the dose series; inconclusive = CPE inhibition mostly from about 23% at the one dose, without a potency; inactive = the rest, 99 in 100 with CPE inhibition below about 21%; note: strong numbers were not always called active
# PhoP inhibition: inhibitors of PhoP regulon expression, primary screen, Salmonella Typhimurium, GFP reporter (AID 1863). S. Typhimurium PhoP-regulated promoter GFP reporter, 4 h; higher % means a stronger effect. inhibition, % at 50 µM, or IC50 in µM where a hit was titrated. actives 0.16% (n = 300,000);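 active = inhibition over 29.93%, a cutoff 3 SD above the screen mean, later confirmed by dose response; inconclusive = inhibition over 29.93% but no dose response follow-up; inactive = inhibition at most 29.93% or unconfirmed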;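 note: 0% = low Mg2+ inducing control and 100% = high Mg2+ repressing control; strong numbers were not always called active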
# MgcRacGAP inhibition: MgcRacGAP GTPase-activating activity inhibitors, confirmation, biochemical, ADP Hunter fluorescence; Rac GTPase-activating protein 1 (Homo sapiens); MgcRacGAP-stimulated Rac1 GTP hydrolysis, ADP Hunter fluorescence; higher % means a stronger effect; GST-tagged Rac1 F28L mutant substrate; inhibition, % at 30 µM, or IC50 in µM where a hit was titrated; actives 0.6% (n = 340,000); AID 624330, 2012;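 active = first-screen hits whose inhibition reached a set limit at any dose in the follow-up dose series; inconclusive = inhibition above the set first-screen limit but never retested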;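 note: fluorescence reports GDP produced by GAP-driven GTP hydrolysis; strong numbers were not always called active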
# NTR1 agonist: agonists of NTR1, primary screen, imaging, U2OS cells, beta-arrestin-GFP, high content (AID 493036) | Neurotensin receptor type 1 (Homo sapiens), P30989 | NTR1-U2OS beta-arrestin-GFP spot imaging, agonist mode | activation, % at 20 µM | actives 0.17% (n = 330,000);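 active = activation at or above 40% of the spot to cytoplasm intensity ratio, with at least 20 cells analyzed; inconclusive = wells under 20 cells, flagged as cytotoxic or low count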;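 note: 0% = DMSO without peptide and 100% = 100 nM NTR1 peptide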
# Target sequence (P30989 whole entry, looked up): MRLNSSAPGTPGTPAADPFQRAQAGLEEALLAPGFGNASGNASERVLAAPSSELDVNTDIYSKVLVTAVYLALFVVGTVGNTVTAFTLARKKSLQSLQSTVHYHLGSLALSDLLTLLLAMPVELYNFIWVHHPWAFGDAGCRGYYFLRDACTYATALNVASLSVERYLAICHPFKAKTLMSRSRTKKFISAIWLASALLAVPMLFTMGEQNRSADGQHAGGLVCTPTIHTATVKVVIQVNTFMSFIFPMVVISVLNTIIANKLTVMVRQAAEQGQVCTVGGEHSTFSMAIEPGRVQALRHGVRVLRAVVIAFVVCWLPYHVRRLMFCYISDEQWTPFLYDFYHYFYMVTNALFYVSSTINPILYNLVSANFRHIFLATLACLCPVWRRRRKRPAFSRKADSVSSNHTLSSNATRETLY
# Large T inhibition: SV40 large T antigen inhibitors, biochemical (AID 1903); actives 0.39% (n = 310,000); SV40 large T antigen ATPase/helicase inhibition assay; higher % means a stronger effect; inhibition, % at 20 µM; hits with a dose series show IC50 in µM; in the data active = a potency from the dose series; inconclusive = inhibition mostly from about 32% at the one dose, without a potency; inactive = the rest, 99 in 100 with inhibition below about 32%; note: strong numbers were not always called active
# West Nile antiviral: West Nile virus antiviral activity, cell-based, CPE readout (AID 1621); West Nile virus-infected cells, CPE inhibition; higher % means a stronger effect; actives 0.02% (n = 290,000); CPE inhibition, % at 10 µM, or IC50 in µM where a hit was titrated; in the data active = a potency from the dose series; inconclusive = CPE inhibition mostly from about 3.7% at the one dose, without a potency; inactive = the rest, 99 in 100 with CPE inhibition below about 2.2%; note: strong numbers were not always called active
# T cell modulator vesicle-bound %: further read-out of T cell modulator, marked with its call; double positive events, %; measured here: CD8+ vesicle-bound cell fraction;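 binding gate set so that unloaded-vesicle control wells show 10% double positive cells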
# NTR1 agonist cell count 20 µM: further read-out of NTR1 agonist, marked with its call; cell count; measured here: cell count, cytotoxicity flag
# Dengue-2 NS5 capping pilot replicate: also measured in Dengue-2 NS5 capping; calls as there; inhibition, %; measured here: pilot screen replicate inhibition
# An asterisk follows results filed as active; i = inactive; ? = inconclusive; . = no result given; [ ] = dose if it differs, or a comment.
SMILES,T cell modulator,T cell modulator vesicle-bound %,Dengue-2 NS5 capping,K1F lysis inhibition,RSV CPE inhibition,PhoP inhibition,MgcRacGAP inhibition,NTR1 agonist,NTR1 agonist cell count 20 µM,Large T inhibition,West Nile antiviral,others
Fc1ccccc1OCCCCN1CCCCC1,i,57,1%,0.1%,0.5%,-4%,25%,-0.3,60,11%,0.0%,Dengue-2 NS5 capping pilot replicate=-3.1
CCc1ccc(N=C2NC(=O)/C(=C/c3ccc(OCC(=O)O)cc3)S2)cc1,i,41,28%,-1.1%,3.5%,15%,4%,0.5,61,4%,0.0%,
COC(=O)[C@@H](NCc1cccc(CN[C@H](C(=O)OC)C(C)C)c1)C(C)C,i,22,-4%,1.4%,0.4%,1%,12%,2.1,90,59%,-0.8%,
Cc1cc(NC(=O)c2cc(-c3ccccn3)nc3ccccc23)no1,i,7,-1%,1.6%,0.1%,0%,3%,2.6,43,0%,-0.5%,
CCOC(=O)C(=NCC1CCCO1)NNc1cc(Cl)ccc1Cl (centres undefined),i,11,-5%,0.6%,0.3%,-10%,0%,10,58,7%,0.1%,
COc1cc(/C=N/NC(=O)C(=O)/C=C2\NC3(CCCC3)Cc3ccccc32)ccc1O,i,34,-10%,3.4%,1.8%,26%,?,8.6,52,33%,-0.3%,
CC(=O)c1cccc(NC(=O)CSc2nc(=O)n(CCCN3CCOCC3)c3c2CCC3)c1,i,56,2%,1.9%[50 µM],-1.1%,-5%,3%,-1.2,46,3%,.,
COc1cc(CNCc2ccccn2)ccc1OCc1ccc(Cl)cc1,i,49,-8%,12%,1.9%,14%,7%,-0.8,33,-1%,-1.1%,
O=c1c2ccccc2ncn1CCCCOc1ccccc1F,i,41,2%,-1.1%,3.3%,-4%,15%,-0.7,69,5%,-1.3%,
Cc1ccc(OCC(=O)NC2CCCC2)c(C)c1,i,22,4%,0.8%,4.2%,0%,5%,3.4,43,1%,-0.2%,
CC(SC#N)C(=O)C12CC3CC(CC(C3)C1)C2 (centres undefined),i,61,15%,0.0%,2.6%,2%,8%,2.7,79,5%,2.4%,
COc1cc(OC)cc(-c2c(-c3ccc(F)cc3)c3cc(-c4ccc5[nH]ccc5c4)ccc3n2C)c1,i,37,-6%,0.4%,13%,.,0%,-0.8,53,.,.,
CC(=O)Nc1ccc(C(=O)Nc2ccc(S(=O)(=O)N3CCOCC3)cc2)cc1,i,38,3%,-0.6%,1.1%,0%,-2%,0.5,46,1%,0.4%,
C[C@H](NC(=O)c1cc2c([nH]c3ccccc32)c(-c2ccccc2)n1)C(=O)O,i,34,5%,-0.1%,1.1%,.,8%,-1.4,85,20%,-1.0%,
Cc1ccnc(OC(C(=O)O)C(OCc2ccccc2)(c2ccccc2)c2ccc(C(F)(F)F)cc2)n1 (centres undefined),i,65,26%,-0.2%,11%,0%,4%,0.9,62,10%,0.4%,Dengue-2 NS5 capping pilot replicate=8.8
CCOC(=O)N1CCC(n2c(=S)[nH]c3cc(OCC)c(OCC)cc3c2=O)CC1,i,35,-4%,3.8%,1.5%,-7%,2%,7.4,75,4%,-0.6%,
Clc1ccccc1-c1csc(Nc2cccnc2)n1,i,19,-3%,-0.3%,.,-12%,9%,0.2,40,-2%,0.2%,
CCCC(C(=O)NC1CCCC1)N(Cc1ccccc1)C(=O)c1snc(C(N)=O)c1N (centres undefined),i,54,-3%,-0.2%,-0.3%,14%,11%,-0.2,40,5%,0.2%,
O=C1c2ccccc2NC(c2ccco2)N1NS(=O)(=O)c1ccccc1 (centres undefined),i,33,.,.,0.6%,-11%,.,-1.2,72,0%,-0.3%,
N#CC(c1ccccn1)c1ncc(C(F)(F)F)cc1Cl (centres undefined),i,61,-3%,-0.7%,0.2%,2%,0%,-1.3,25,2%,0.0%,
O=C(NCCCn1ccnc1)c1cc([N+](=O)[O-])cc([N+](=O)[O-])c1,i,8,-2%,5.4%[50 µM],1.2%,9%,-5%,3.7,73,5%,-0.4%,
CC1(C)CC(C(CC(=O)O)c2ccccc2)CCO1 (centres undefined),i,16,0%,3.8%,-0.8%,11%,-1%,2.6,55,3%,-0.2%,
CC(=O)c1cccc(NCC(=O)Nc2cccc(S(=O)(=O)N3CCCCC3)c2)c1,i,17,-1%,1.6%[50 µM],13%,7%,5%,1.6,69,4%,.,
COC(=O)C1=C(N)N(c2ccccc2C(F)(F)F)C2=C(C(=O)CCC2)C1c1ccc2c(c1)OCO2 (centres undefined),i,25,-5%,1.2%,2.9%,-9%,-2%,-1.7,37,-2%,0.1%,
CC(C)CCn1c(Sc2nc3ccccc3s2)nc2c1c(=O)[nH]c(=O)n2C,i,50,-1%,-0.4%,?,27%,1%,20,76,-13%,-0.2%,
Cc1cccc(C)c1NC(=O)CNC(=O)c1cccnc1,i,26,-2%,1.6%[50 µM],0.4%,-2%,2%,0.0,70,7%,0.5%,
Cc1nc(-c2cccc(S(=O)(=O)N3CCCCC3)c2)cs1,i,33,1%,-0.2%[50 µM],3.4%,-9%,11%,-1.0,44,19%,0.4%,
CCOc1ccc(S(=O)(=O)c2c(C(=O)c3ccc(C)cc3)cnc3cc4c(cc23)OCCO4)cc1,i,49,-4%,3.5%,4.5%,-12%,9%,0.4,47,-1%,0.4%,
CCOc1ccc(-c2cc(N)n(S(=O)(=O)c3ccc(OC)c(OC)c3)n2)cc1,i,40,0%,0.6%,2.0%,10%,13%,-0.6,53,8%,-0.5%,
CN1CCN(C(=S)c2cn(Cc3ccccc3)c3ccccc23)CC1,i,9,-15%,-0.1%,-1.8%,2%,3%,1.3,58,5%,-1.4%,
O=C(N1CCOCC1)N1CCN(c2nc(-c3ccc(F)cc3)cs2)CC1,i,46,4%,-0.7%,0.5%,-9%,9%,0.5,55,6%,-0.5%,
CC1CCC(NC(=O)Cn2c(=O)[nH]c3ccsc3c2=O)CC1 (centres undefined),i,17,-7%,0.2%,2.0%,-6%,5%,-1.4,61,10%,-0.1%,
O=C(CSc1nnc(-c2ccccn2)n1-c1ccc(Cl)cc1)Nc1ccc2c(c1)OCO2,i,10,-7%,3.2%,1.8%,6%,-3%,3.6,46,8%,-0.4%,
COC(=O)c1ccc(C2C(C#N)=C(N)Oc3cc(C)n(C)c(=O)c32)cc1 (centres undefined),i,32,-2%,-0.3%,0.5%,5%,13%,3.7,38,20%,0.2%,
C#CCN1C(=O)C(O)(c2c(C)[nH]c3ccccc23)c2ccccc21 (centres undefined),i,28,0%,1.4%,1.6%,-3%,-5%,-0.2,43,18%,0.0%,
Cc1cc(NC(=O)CCC(=O)N(c2ccccc2)C(C)C(=O)NC2CCCC2)no1 (centres undefined),i,17,4%,0.9%,0.6%,-5%,10%,-0.8,40,14%,-1.0%,
Cn1c(=N)n(CC(=O)O)c2ccccc21,i,41,16%,0.3%,2.0%,-4%,-3%,1.0,57,28%,0.5%,
CCOC(=O)C1CCCN(C(=O)c2ccc(S(=O)(=O)N3CCCC3)cc2)C1 (centres undefined),i,22,-4%,1.3%[50 µM],-1.2%,-3%,5%,-0.7,62,1%,.,
CN(C)CCCNc1oc(-c2ccc(Cl)cc2)nc1C#N,i,15,-2%,0.4%,-3.7%,6%,15%,0.6,46,4%,1.0%,
O=C1CC(c2ccccc2)Oc2cc(O)cc(O)c21 (centres undefined),i,47,-4%,-0.4%,2.5%,0%,8%,1.8,91,2%,0.0%,
Cc1ccc(C2CC(=O)c3cnn(-c4nc(C)cc(C)n4)c3C2)cc1 (centres undefined),i,56,.,3.6%,-0.7%,10%,5%,2.1,69,22%,0.1%,
COc1ccc(NC(=O)c2ccccc2NC(=O)c2ccco2)c(OC)c1,i,36,0%,2.0%,0.5%,-1%,4%,0.9,45,13%,-0.3%,
O=C(Cn1nc(C(=O)O)c2ccccc2c1=O)Nc1cc(S(=O)(=O)N2CCOCC2)ccc1Cl,i,33,-3%,-3.4%,.,.,-2%,1.7,62,.,.,
CCOc1ccc(C(=O)NC(=S)Nc2ccc(NC(=O)c3ccco3)cc2)cc1[N+](=O)[O-],i,44,-1%,1.8%,1.2%,-4%,4%,0.1,47,0%,0.3%,
O=C(NCc1ccco1)/C(=C/c1ccc(Cl)cc1)NC(=O)c1ccco1,i,38,-5%,-0.1%,1.5%,2%,9%,-0.5,47,3%,-0.6%,
Cc1ccc(-n2ncc3c(NCc4ccco4)ncnc32)cc1C,i,35,-2%,0.3%,21%,-4%,6%,1.7,53,7%,-0.1%,
O=C(Cc1ccccc1Cl)N/N=C/c1cccnc1,i,66,-1%,0.4%,2.2%,-7%,8%,1.2,63,10%,-0.2%,
Cc1ccc(S(=O)(=O)CCNC(=O)Cc2ccc(Cl)cc2)cc1,i,35,-1%,-2.3%,-1.5%,-9%,6%,-1.5,44,3%,-0.6%,
O=C(O)CSc1ncnc2scc(-c3ccc(Br)cc3)c12,i,40,-22%,-0.3%,0.7%,-1%,-5%,-0.6,53,24%,1.0%,
Cc1ccc2cccc(OCc3ccccc3)c2n1,i,25,.,.,0.4%,.,.,0.9,53,11%,0.6%,
O=S(=O)(c1ccccc1)N1CCN(c2nc(-c3cccs3)nc3ccccc23)CC1,i,53,.,.,5.4%,0%,.,5.5,66,8%,0.1%,
O=C(Cn1cc2c(n1)CCCC2)NCCCN1CCN(C2CCCCC2)CC1,i,24,-1%,-0.5%,-0.5%,2%,5%,-0.6,52,7%,-0.5%,
COCCCNC(=O)c1ccc(S(=O)(=O)c2ccc(Cl)cc2)c(NC(C)=O)c1,i,37,-2%,1.0%,0.5%,3%,5%,-1.0,82,8%,-0.3%,
CSc1cc(C)n(-c2ccccc2)c(=S)c1C(C)=O,i,30,3%,0.4%,5.7%,3%,1%,0.5,72,-7%,-0.1%,
